# DDE Tn6 FP inh – inhibitors of Tn6 peptide binding to human fibrin DD(E) | P02675 | inhibition, % at 8.3 µM | Fibrin DD(E) TRITC-Tn6 fluorescence polarization displacement | hit rate 0.21% among 370,000;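 active = inhibition above a per-campaign cutoff: mean of compounds within control limits plus 3 SD, cut at about 15% in these data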;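 also: 0% = median of all compound wells on the plate and 100% = blocking peptide control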
# Tn7 DDE FP – DD(E)-Tn7 binding inhibition, primary FP screen; P02675; inhibition, % at 8.3 µM; hit rate 0.13% among 370,000; FP displacement of FITC-Tn7 peptide from fibrin DD(E); 0% = median of compound wells per plate;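 active = inhibition above the mean of compounds falling within the control limits plus 3 SD of them, cut at about 14% in these data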;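 also: 0% = plate median of compound wells and 100% = 10 µM Aha-Tn7 peptide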
#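 System: human fibrin DD(E); quantity: Fibrin-DD(E) at 2 µM final; also added: fluorescent Tn7 probe at 0.1 µM; compound dosing: single nominal test concentration of 8.3 µM per compound; schedule: 10 min preincubation, 3 h with tracer, room temperature; detection: fluorescence polarization of the labelled Tn7 tracer; repeats: one replicate per compound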
# ASAP1 inh – blocks human ASAP1-stimulated Arf1 GTP hydrolysis; Q9ULH1; GDP FP detection; inhibition, % at 16.5 µM; hit rate 0.19% among 360,000; in the data active = inhibition above about 25%;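 also: 0% = vehicle with enzyme and substrate and 100% = no enzyme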
# ARFGAP1 inhibitor – inhibitors of rat ARFGAP1; Q62848; Arfgap1-stimulated ARF1 GTP hydrolysis, GDP FP detection; inhibition, % at 16.5 µM; hit rate 0.26% among 360,000;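 active = inhibition above a per-plate limit, mean inhibition of low control wells plus 3 SD, cut at about 25% in these data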;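 also: 0% = DMSO wells with enzyme and 100% = wells lacking Arfgap1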
#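 Assay system: purified rat His6-Arfgap1 residues 1-136 (GAP domain); Reagent: human Δ17 ARF1 bound to GTP; Dosing: 16.5 µM single point, 1.26% DMSO; Times: GTP hydrolysis reaction 2 h at 25 °C; Signal: FP, GDP Alexa 633 tracer displaced from anti-GDP antibody, 620/688 nm; Measure: % inhibition from polarization.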
# ADAM10 inh – ADAM10 inhibition, QFRET primary screen; recombinant ADAM10, EDANS/DABCYL FRET peptide cleavage, 3 h; inhibition, % at 7 µM; hit rate 0.62% among 370,000; AID 720582;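 active = inhibition above a per-campaign cutoff equal to the mean of compounds falling between control-based bounds plus 3 SD, cut at about 20% in these data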;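 also: 0% = DMSO wells while the 100% control is not disclosed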
# PLC-gamma1 inh – PLC-gamma1 (human) inhibition, primary screen | P19174 | purified PLC-gamma1, fluorogenic substrate, fluorescence | inhibition, % at 12.2 µM | hit rate 0.84% among 370,000 | AID 720700; in the data active = inhibition above about 9.5%
# Target sequence (P19174 whole entry, looked up): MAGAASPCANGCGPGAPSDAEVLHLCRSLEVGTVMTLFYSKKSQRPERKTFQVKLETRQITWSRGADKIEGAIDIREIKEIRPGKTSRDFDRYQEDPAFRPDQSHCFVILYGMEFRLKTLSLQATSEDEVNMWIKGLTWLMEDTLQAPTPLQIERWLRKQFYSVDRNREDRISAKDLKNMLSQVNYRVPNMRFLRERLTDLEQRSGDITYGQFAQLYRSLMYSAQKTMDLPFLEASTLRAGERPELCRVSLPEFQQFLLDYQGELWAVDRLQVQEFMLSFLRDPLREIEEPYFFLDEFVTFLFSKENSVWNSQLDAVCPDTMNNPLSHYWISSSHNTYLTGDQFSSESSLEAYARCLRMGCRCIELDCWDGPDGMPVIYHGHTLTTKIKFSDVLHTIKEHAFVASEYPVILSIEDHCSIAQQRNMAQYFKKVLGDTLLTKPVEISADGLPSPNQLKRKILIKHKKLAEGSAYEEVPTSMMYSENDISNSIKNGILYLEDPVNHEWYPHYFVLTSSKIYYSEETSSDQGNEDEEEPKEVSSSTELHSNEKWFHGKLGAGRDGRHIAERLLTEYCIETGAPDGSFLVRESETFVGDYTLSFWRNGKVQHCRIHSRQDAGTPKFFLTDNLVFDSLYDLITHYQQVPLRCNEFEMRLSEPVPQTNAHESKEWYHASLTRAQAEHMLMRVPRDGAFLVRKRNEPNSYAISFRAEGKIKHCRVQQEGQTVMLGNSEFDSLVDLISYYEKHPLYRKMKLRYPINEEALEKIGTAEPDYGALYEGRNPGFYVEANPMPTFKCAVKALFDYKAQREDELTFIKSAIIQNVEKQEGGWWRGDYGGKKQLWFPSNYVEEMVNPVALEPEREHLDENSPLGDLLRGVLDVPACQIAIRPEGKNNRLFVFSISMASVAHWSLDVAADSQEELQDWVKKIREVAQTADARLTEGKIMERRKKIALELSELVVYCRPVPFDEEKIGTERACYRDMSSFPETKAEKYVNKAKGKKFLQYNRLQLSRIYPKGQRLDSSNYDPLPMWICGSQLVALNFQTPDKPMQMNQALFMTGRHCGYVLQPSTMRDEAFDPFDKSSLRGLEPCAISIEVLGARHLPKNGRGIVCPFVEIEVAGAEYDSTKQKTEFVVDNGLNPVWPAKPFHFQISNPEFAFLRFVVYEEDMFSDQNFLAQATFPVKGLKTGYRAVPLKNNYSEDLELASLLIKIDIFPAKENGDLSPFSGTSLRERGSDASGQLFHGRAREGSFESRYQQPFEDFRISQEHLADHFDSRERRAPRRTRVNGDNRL
# PLC-beta3 inh – PLC-beta3 (human) inhibition, primary screen; Q01970; Purified PLC-beta3, fluorogenic substrate, fluorescence; inhibition, % at 12.2 µM; hit rate 0.18% among 370,000; AID 720704; in the data active = inhibition above about 11%;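 also: 0% = median of compound wells on plate and 100% = full blocker control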
# ADAM17 inh – ADAM17 inhibition, QFRET primary screen. P78536. recombinant ADAM17, EDANS/DABCYL FRET peptide cleavage. inhibition, % at 6.95 µM. hit rate 0.83% among 370,000. AID 720648;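 active = inhibition above the mean of compounds lying between control limits plus 3 SD, set per campaign, cut at about 8.5% in these data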;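 also: 0% = DMSO-only wells as the low control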
# SIAE primary – human SIAE inhibition, primary screen | hit rate 0.69% among 370,000 | SIAE FP-Rh probe binding, fluorescence polarization | Q9HAT2 | inhibition, % at 9.66 µM;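 active = inhibition above a cutoff: mean of compounds within the control limits plus 3 SD of those, cut at about 17% in these data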;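 also: 0% = plate median of compound wells and 100% = probe without SIAE protein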
# TDP2 inh – blocks human TDP2 phosphodiesterase activity | inhibition, % at 12.8 µM | recombinant TDP2, T5PNP hydrolysis, p-nitrophenol absorbance 415 nm | hit rate 0.34% among 370,000 | AID 720702;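 active = inhibition above the mean of all tested compounds plus 3 SD, set per campaign, cut at about 25% in these data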;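 also: 0% = DMSO with enzyme and 100% = buffer with substrate but no TDP2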
#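 Test system: Human TDP2 enzyme | Reagent: 5 mM T5PNP | Compound dosing: 12.8 µM single point, 1% DMSO | Incubation: Enzyme reaction with compound for 2 h at 37 °C | Technique: p-Nitrophenol epi absorbance | Read-out: % inhibition relative to enzyme-containing and enzyme-free wells | Benchmarks: High control without enzyme, low control DMSO plus TDP2 | Replicates: Singlicate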
# * = called active by the depositor; i = inactive; . = not tested or not shown.
SMILES,DDE Tn6 FP inh,Tn7 DDE FP,ASAP1 inh,ARFGAP1 inhibitor,ADAM10 inh,PLC-gamma1 inh,PLC-beta3 inh,ADAM17 inh,SIAE primary,TDP2 inh
Cc1nc2nc(SCC(=O)NCCCN3CCCC3)nn2c(C)c1Cc1ccccc1Cl,-4,1,-7,-1,-6,2,-10,-2,-6,-19
CC(/C=N/NC(=O)c1cc(C2CC2)[nH]n1)=C\c1ccccc1,0,1,-1,-4,-3,-1,-6,-2,1,-10
COc1cccc(C(=O)NC2=NCCS2)c1,0,-10,-12,7,0,4,0,0,0,1
COc1ccccc1NS(=O)(=O)c1cccc(C(=O)NN)c1,2,1,6,3,3,-4,-1,-1,-4,-9
CC(=O)Nc1ccc2nc(-c3ccco3)[nH]c2c1,5,-4,8,2,-165,-20,-35,-49,0,-6
CN1CCCN(C(=O)c2ccc(Cl)c(S(=O)(=O)N(C)c3ccccc3)c2)CC1,-1,-1,-2,4,-1,4,6,0,0,-3
O=C1/C(=C/c2cccs2)N=C(c2cccs2)N1Nc1ccccc1,-5,4,-4,0,25*,-9,-12,5,-8,5
O=C(COC(=O)CCOc1ccccc1)NCc1ccco1,4,-1,-7,1,6,-1,-2,-1,-7,-3
COC(=O)C[C@@H]1C=C[C@@H](NC(=O)NC2CCCC2)[C@@H](CO)O1,-1,-1,9,12,-12,4,4,2,9,7
O=C(Cc1cccs1)N/N=C/C=C\c1ccccc1[N+](=O)[O-],7,-8,16,11,2,2,3,-1,1,-1
O=Nc1c(O)n(Cc2cccc(C(F)(F)F)c2)c2ccccc12,-4,7,-3,-10,8,-2,-8,2,-79,4
O=C(N/N=C/c1ccc2nccnc2c1)c1cccc([N+](=O)[O-])c1,7,-4,7,-4,0,4,-3,-1,-4,1
CCOC(=O)c1cccc(NC(=O)CSc2nnc(C)n2Cc2ccccc2)c1,-3,-3,3,-9,-2,1,3,-3,0,0
CC(=O)Nc1ccc(NC(=O)COc2ccc(Br)cc2C)cc1,7,-2,-3,0,-2,2,1,2,10,5
COc1cccc(-n2nnc3c(=O)n(CC(=O)N4CCCCC4)cnc32)c1,-8,-2,3,-11,-1,-3,-4,-5,-9,14
CCCCCCCC(=O)N1c2ccccc2NC(=O)C1CC(=O)Nc1ccc(C(=O)O)cc1 (stereo not given),-5,4,11,-8,2,0,-10,-7,0,7
O=C(COC(=O)c1cncc(Br)c1)Nc1ccc(F)c(F)c1F,2,-2,-2,-9,-2,-5,-16,0,-3,0
O=C(Cc1ccc(S(=O)(=O)N2CCCC2)s1)Nc1cccc([N+](=O)[O-])c1,2,-1,-5,0,-2,4,-2,-24,-9,4
O=C(Nc1ccc(F)cc1)OCc1cn(Cc2cccc(Cl)c2)nn1,1,9,.,.,7,0,-4,2,-7,-2
COc1ccc(NC(=O)C2Cc3c(-c4cccc(NC(C)=O)c4)ccnc3O2)cc1OC (stereo not given),-1,-2,4,-10,1,5,5,2,2,3
CC(=O)OC1CCC2C3CCC4OC(=O)CCC4C3CCC12C (stereo not given),0,1,-3,-13,-107,0,1,-2,0,-1
Cc1cccc(N2CCN(C(=O)c3ccc(NC(=O)CC4SC(N5CCCC5)=NC4=O)cc3)CC2)c1C (stereo not given),2,7,9,9,0,3,-3,3,2,-7
CCN(CC)c1ccc(C2C(C(=O)OC(C)C)C(=O)CC(C)(O)C2C(=O)OC(C)C)cc1 (stereo not given),3,-2,-5,10,-6,-3,1,-4,2,8
c1ccc2nc3c(nc2c1)c1ccccc1n3CCN1CCOCC1,5,7,7,-21,-6,-174,-274,-4,-3,2
COc1c(Cl)cc(-c2noc(C)c2C(=O)NCc2ccc3c(c2)OCO3)cc1Cl,1,-5,5,-10,-8,-2,-1,2,-1,-3
CCN1C(=O)/C(=C2/C=Cc3ccccc3N2CC)SC1=S,1,8,-4,-3,9,-1,1,-6,10,-7
CCCCCCC12C(=Cc3cc4c(cc31)OCCO4)c1cc(OC)c(OC)cc1C(CC(=O)OC)N2C(=O)OC (stereo not given),-4,6,15,-5,i,-359,i,-189,-3,-1
Cc1ccccc1C(=O)NC(=S)Nc1ccc2[nH]c(=O)[nH]c2c1,5,7,-1,3,-2,3,2,-1,4,11
COc1ccc2[nH]c3c(c2c1)CCN1C(=O)C(CC(=O)NCC24CC5CC(CC(C5)C2)C4)C[C@H](C(=O)N2CCCCC2)[C@@]31C (stereo not given in full),1,-11,-5,5,-5,3,3,1,3,-7
Cc1cccc(NC(=O)c2nc[nH]c2C(=O)Nc2cccc(C)c2)c1,-1,7,-7,-5,-2,2,-1,-2,0,11

# Structures above that bear a hit mark in ADAM10 inh:
SMILES,DDE Tn6 FP inh,Tn7 DDE FP,ASAP1 inh,ARFGAP1 inhibitor,ADAM10 inh,PLC-gamma1 inh,PLC-beta3 inh,ADAM17 inh,SIAE primary,TDP2 inh
O=C1/C(=C/c2cccs2)N=C(c2cccs2)N1Nc1ccccc1,-5,4,-4,0,25*,-9,-12,5,-8,5

# More entries.
SMILES,DDE Tn6 FP inh,Tn7 DDE FP,ASAP1 inh,ARFGAP1 inhibitor,ADAM10 inh,PLC-gamma1 inh,PLC-beta3 inh,ADAM17 inh,SIAE primary,TDP2 inh
CSc1ccc(CN(C)C(=O)C(Cc2ccccc2)NC(=O)c2ccccc2)cc1 (stereo not given),-2,-10,-16,-2,10,4,-5,-2,0,4
CCCNC(=O)CC(NS(=O)(=O)c1ccc(NC(C)=O)cc1)C(C)C (stereo not given),2,-11,6,0,-6,-1,-3,-2,-3,-5
O=C(Nc1ccn(CCCNCCc2ccccn2)c(=O)n1)OCc1ccccc1,-6,1,3,-3,-21,3,-3,-5,2,1
COc1ccc(C2CCCN2C(=S)Nc2cccc(Cl)c2C)cc1OC (stereo not given),1,-1,1,-2,6,3,-4,3,0,6
Cc1ccc(C(=S)N2CCN(Cc3ccccc3)CC2)cc1,6,1,9,10,0,1,1,-1,3,8
COc1ccc(F)cc1-c1nc(N)nc(N)n1,-8,-2,7,-1,-16,0,-2,-6,4,18
Cc1ccc(CNC(=O)COC(=O)Cn2nc(C)c([N+](=O)[O-])c2C)cc1,-4,3,5,-1,1,2,0,4,0,4
COc1ccc(-c2csc(NC(=O)C3CCN(c4ncnc5sc(C)c(C)c45)CC3)n2)cc1OC,3,-2,13,23,-23,-17,-37,2,-12,-15
CCOC(=O)CCP(=O)(O)C(O)c1ccccc1 (stereo not given),-7,5,-1,9,0,-2,1,-4,-2,1
CCCN1C2CCCC1CC(NC(=O)c1ccc(Br)cc1)C2 (stereo not given),12,-3,-7,-1,0,-1,-6,-3,-8,-4
Cc1cc2c(C)nc(N/N=C/c3ccccc3)nc2o1,-5,0,-7,-6,-10,-11,-13,-4,-4,7
O=C1CNC(=S)N1CCc1ccc(O)c(O)c1,1,-4,-8,0,7,3,-8,0,9,7
Cc1ccc(S(=O)(=O)NC(=O)c2cc(C)n(-c3ccc(N(C)C)cc3)c2C)cc1,1,0,1,3,2,-4,-3,0,9,10
Cc1cc(-c2n[nH]c(=S)o2)c(C)n1-c1ccccc1,0,0,-1,10,-1,0,-4,-3,1,1
C=CCNCCOc1cccc(Br)c1,5,6,-7,12,-5,3,0,-2,2,-8
COc1cc(/C=N/n2c(-c3ccc4c(c3)NC(=O)CO4)csc2=Nc2cccc(C)c2)ccc1O,-13,2,11,18,16,-42,-62,9.3*,41*,-10
O=C(OCC(=O)N1CCc2ccccc2C1)c1cccnc1Cl,12,0,13,-5,13,3,5,1,2,-1
OC(Cc1nc2ccccc2[nH]1)c1ccccc1Cl (stereo not given),7,2,3,-1,-1,-3,-1,-5,-1,9
COc1ccc(CC2(c3ccccc3)NC(=O)NC2=O)cc1 (stereo not given),-3,-11,0,3,11,-1,1,7,-3,0
CC(=O)Nc1ccc(NC(=O)CN(C)S(=O)(=O)c2ccc3nc(C)sc3c2)cc1,0,1,17,-1,-7,-1,-1,-4,5,4
CN(C)CCCOC(=O)c1sc2ccccc2c1Cl,4,3,8,-1,-15,-2,-3,-6,-5,1
COC(=O)COc1nc(C)c(Br)c(OC)n1,-3,-4,-2,6,2,0,2,-1,8,2
C=CCOC(=O)C1=C(C)N(C)C(=O)NC1c1cc2c(cc1Br)OCO2 (stereo not given),10,4,-4,-14,-5,-2,-3,-1,-2,-7
COc1ccc(CC(=O)NNC(=O)[C@@H]2CCCC[C@@H]2C(=O)O)cc1,2,-3,-2,13,5,-1,-6,3,0,15
CC1(C)CC(=O)C=C(C(=O)N2CCCC(CCC(=O)NCc3ccccc3F)C2)O1 (stereo not given),10,-1,-11,-7,-4,0,-2,-3,2,0
CSc1nnc(Cn2c(=O)sc3ccccc32)n1-c1ccccc1C,-4,-5,0,1,-3,6,6,2,-4,-12
Cc1ccc(NC(=O)COc2cccc(Oc3ccccc3)c2)cc1S(=O)(=O)N1CCOCC1,3,-3,1,7,4,2,-7,1,-39,-6
CCCC(=O)NNC(=O)CC(=O)Nc1ccccc1C(=O)O,-3,5,-1,-8,-5,5,-5,-6,0,5
O=C(CSc1nc2ccccc2nc1N1CCCC1)N1CCN(c2cccc(C(F)(F)F)c2)CC1,4,-4,.,.,-21,-9,-17,-3,5,-5
CC(C)CC1C(=O)N(Cc2cn(Cc3ccco3)nn2)CCS(=O)(=O)N1Cc1ccc(-c2ccccc2)cc1 (stereo not given),1,1,9,9,15,-1,-2,4,-18,-4

# The last two entries of the section above are carried over, then new ones follow:
SMILES,DDE Tn6 FP inh,Tn7 DDE FP,ASAP1 inh,ARFGAP1 inhibitor,ADAM10 inh,PLC-gamma1 inh,PLC-beta3 inh,ADAM17 inh,SIAE primary,TDP2 inh
O=C(CSc1nc2ccccc2nc1N1CCCC1)N1CCN(c2cccc(C(F)(F)F)c2)CC1,4,-4,.,.,-21,-9,-17,-3,5,-5
CC(C)CC1C(=O)N(Cc2cn(Cc3ccco3)nn2)CCS(=O)(=O)N1Cc1ccc(-c2ccccc2)cc1 (stereo not given),1,1,9,9,15,-1,-2,4,-18,-4
Cc1cc(-c2nnc(SCC(=O)Nc3nc(-c4ccc(Cl)cc4)cs3)o2)no1,-2,4,1,12,-2,-31,-52,-2,-12,-4
Cc1cccc(OCC(=O)Nc2ccc3oc(=O)ccc3c2)c1,-9,-3,-9,-1,-84,-51,-86,-37,-4,-18
CCCC1=NN(C(=O)C(=O)Nc2ccc(Br)cc2)C(O)(C(F)(F)F)C1 (stereo not given),-5,-1,-4,-8,5,-4,-1,2,0,-6
COc1ccc(C(=O)N(C)C(C)c2ccon2)cc1OC1CCN(C(C)C)CC1 (stereo not given),4,8,11,10,-2,1,-7,-1,4,-8
O=C1NCCCC2c3cc(O)c4ccccc4c3OC12N1CCCCC1 (stereo not given),10,6,4,4,-20,-40,-48,-12,9,57*

# Rows were taken by chance. About 3.6% of those tested had a hit in this group.
